Screening results (PubChem BioAssay)
RBBP9 inh: blocks human serine hydrolase RBBP9; O75884; recombinant RBBP9, FP-Rh probe fluorescence polarization; inhibition, % at 7.94 µM; actives 0.2% (n = 220,000); AID 1515;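 active = inhibition above the campaign mean of all tested compounds plus 3 SD, cut at about 14% in these data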;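 also: plate controls were DMSO wells with RBBP9 for no effect and wells lacking RBBP9 protein for full effect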
Target sequence (O75884 whole entry, looked up): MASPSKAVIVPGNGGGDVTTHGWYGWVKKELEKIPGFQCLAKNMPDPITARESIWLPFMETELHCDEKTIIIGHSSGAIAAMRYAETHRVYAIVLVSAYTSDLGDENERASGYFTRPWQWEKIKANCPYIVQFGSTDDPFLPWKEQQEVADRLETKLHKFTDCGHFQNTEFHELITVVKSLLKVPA
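Measured by: FP readout at 525/598 nm; material: recombinant human RBBP9; also added: Serine-hydrolase probe FP-Rh, 375 nM pre-mixing; medium: Tris buffer pH 8.0, NaCl, Pluronic; replication: one well per compound; doses: one concentration, 7.94 µM nominal, 0.794% DMSO; timing: preincubation 30 min plus labeling 45 min at 25 °C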
TNF death inh: inhibitors of TNF-alpha induced necroptosis in Jurkat FADD-/- cells; Jurkat FADD-/- TNF necroptosis rescue, ATP luminescence, 24 h; 0 = TNF only, 100 = no-TNF cells; activation (protection from cell death), % at 10 µM; actives 0.068% (n = 220,000); AID 463075;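 active = activation, meaning protection from cell death, of at least 50% relative to plate controls; inactive = activation below 50%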;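 also: necroptosis triggered by 40 ng/mL TNF-alpha added together with compound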
BaF3 tox: counter-screen for JAK2V617F inhibitors: parental Ba/F3 viability inhibitors; CellTiter-Glo ATP luminescence; inhibition, % at 5.6 µM; actives 1.1% (n = 220,000); AID 1486;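 active = inhibition above a per-campaign cutoff, the mean inhibition of all tested compounds plus 3 SD, cut at about 27% in these data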;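 also: 0% = DMSO wells and 100% = JAK Inhibitor I control wells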
Ba/F3 V617F tox: loss of viability in JAK2V617F-driven Ba/F3 cells | actives 1.1% (n = 220,000) | inhibition, % at 5.6 µM | AID 1446 | Ba/F3 EpoR-JAK2V617F viability, ATP luminescence;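 active = inhibition above the campaign mean plus 3 SD over all tested compounds, cut at about 24% in these data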;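 also: cytokine-independent growth of Ba/F3 cells driven by EpoR plus mutant JAK2; 0% = DMSO-treated cells and 100% = JAK inhibitor I control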
Wee1 stabilizer: blocks degradation of human Wee1 kinase; P30291; HeLa Luc-Wee1K328M stability, luciferase luminescence; 100% = proteasome inhibitor MG132 effect; reporter increase, % at 5 µM; actives 1.2% (n = 220,000); AID 1321;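 active = activation above the mean of all tested compounds plus 3 SD, set per screening run, cut at about 8.8% in these data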;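 also: cells exposed to compound for 20 h before luminescence read; 0% = DMSO alone and 100% = MG132 at 30 µM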
Target sequence (P30291 whole entry K328M): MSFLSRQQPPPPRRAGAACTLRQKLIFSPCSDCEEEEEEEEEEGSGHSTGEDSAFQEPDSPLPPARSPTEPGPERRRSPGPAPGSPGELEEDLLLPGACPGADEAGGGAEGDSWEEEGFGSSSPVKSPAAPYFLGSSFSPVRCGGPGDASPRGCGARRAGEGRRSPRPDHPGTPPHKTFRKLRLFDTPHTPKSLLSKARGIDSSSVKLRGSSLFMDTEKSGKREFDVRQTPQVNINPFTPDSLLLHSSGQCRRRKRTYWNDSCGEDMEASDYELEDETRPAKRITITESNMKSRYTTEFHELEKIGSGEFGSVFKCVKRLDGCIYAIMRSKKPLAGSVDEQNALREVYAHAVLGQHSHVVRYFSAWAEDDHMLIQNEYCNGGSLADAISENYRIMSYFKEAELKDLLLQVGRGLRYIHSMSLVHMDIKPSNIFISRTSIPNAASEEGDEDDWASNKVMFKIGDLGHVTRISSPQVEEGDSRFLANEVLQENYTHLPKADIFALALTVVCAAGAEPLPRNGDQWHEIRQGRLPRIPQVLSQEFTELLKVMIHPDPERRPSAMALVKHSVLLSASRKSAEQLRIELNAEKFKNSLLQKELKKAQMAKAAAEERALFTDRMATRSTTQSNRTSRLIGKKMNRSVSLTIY
CHOP inhibitor: inhibitors of CHOP induction in ER stress response. actives 3.8% (n = 220,000). inhibition, % at 10 µM. AID 2732. CHO-K1 CHOP-promoter luciferase, tunicamycin-induced, 15-18 h;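 active = compounds that reduced the stress-induced luciferase reporter signal by more than about 70% of percent inhibition, limit read from the data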;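 also: 0% = tunicamycin plus vehicle and 100% = wells without tunicamycin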
zfTRPN1 agonist: activates the zebrafish TRPN1 channel; activation, % at 3 µM; AID 1424; actives 0.18% (n = 220,000); HEK293 zebrafish TRPN1-YFP, Fluo-8 calcium fluorescence; 100% = response to 87 µM carbachol;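 active = activation above its plate's cutoff, the mean activation of test wells on that plate plus 3 SD, cut at about 19% in these data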;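 also: 0% = DMSO alone and 100% = 87 µM carbachol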
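Assay system: Zebrafish TRPN1-YFP in HEK293 cells | Incubation: Dye loading 1 h at 37 °C, then 30 min room temperature | Measured by: Kinetic Fluo-8 fluorescence, ex 470-495, em 515-575 nm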
TRPML3 agonist: agonists of human TRPML3 channel; actives 0.29% (n = 220,000); HEK293 TRPML3-YFP, Fluo-8 calcium fluorescence; 100% = the carbachol control signal; AID 1448; activation, % at 3 µM; Q8TDD5;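 active = activation above its plate's cutoff, the mean activation of the plate's test wells plus 3 SD, cut at about 12% in these data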;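 also: 0% = DMSO only wells and 100% = carbachol wells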
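Test system – HEK293 line with stable expression of human TRPML3-YFP channel · Control set – carbachol 87 µM final as high control (100%), DMSO as low control (0%) · Signal – Fluo-8 calcium dye fluorescence, ex 470-495, em 515-575 nm · Incubation – 1-h 37 °C dye load, 5-s basal, 120-s post-compound reads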
PPC-1+TRAIL kill: compounds killing PPC-1 cancer cells with TRAIL present (potentiator screen, no TRAIL-free arm). PPC-1 cells + TRAIL, ATPLite viability luminescence. cell killing (% activity), % at 4 µM. actives 0.41% (n = 220,000). AID 1443;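 active = cell killing above 50% in the first pass at 4 µM, then a duplicate retest at 5 µM averaging 50% or more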;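 also: plate controls were cells with TRAIL plus DMSO for no effect and medium-only wells lacking cells for full effect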
* hit, by the source's call; x = no result given; & = joins results of further samples.

SMILES,RBBP9 inh,TNF death inh,BaF3 tox,Ba/F3 V617F tox,Wee1 stabilizer,CHOP inhibitor,zfTRPN1 agonist,TRPML3 agonist,PPC-1+TRAIL kill
O=C(O)c1n[nH]c2c1CCCCC2,-6,-0.5,4,3,-1,18,1.1,0.6,-18
N/C(Cc1ccc([N+](=O)[O-])cc1)=N\OC(=O)C(c1ccccc1)c1ccccc1,-5,-11,7,-4,-2,83*,-0.1,1.4,-13
S=C1NC[C@H](CC2CCCCC2)N1CC1CCCCC1,-12,-3.8,0,-3,0,23,-1.3,-0.5,13
Cc1cc(NC(=O)c2ccc(NC(=O)C(C)C)cc2)no1,-1,4.4,1,0,-1,-20,-0.7,1.5,1
CCOC(=O)C1(Cc2cccc(F)c2)CCN(C2CCOCC2)CC1,-5,1.0,1,3,4,12,0.8,1.2,6
Cc1ccc(NC(=O)C2CCCN2S(=O)(=O)c2ccc3c(c2)n(C)c(=O)c(=O)n3C)cc1 (centres undefined),-7,2.2,-2,-4,6,12,-0.5,0.6,-7
CN(C)c1ccc(-c2nn3c(C4CCCCC4)nnc3s2)cc1,0,-0.4,2,-1,3,93*,-0.7,-0.1,16
COC(=O)C1=C(C)NC(=O)NC1c1ccco1 (centres undefined),3,0.8,6,2,2,17,1.5,0.8,6
N#Cc1c(C(F)(F)F)cc(C2CC2)[nH]c1=O,5,-0.6,10,0,15*,-11,1.6,0.6,0
CC1CCCN(C(=O)c2ccc(COc3ccccc3Br)cc2)C1 (centres undefined),-6,3.9,3,-2,0,1,-0.6,-0.1,2
COc1cc(CC(=O)Nc2ccc3c(c2)CCC3)cc(OC)c1OC,-6,1.6,6,0,-1,26,2.4,1.3,6
CCCc1cc(C(=O)Nc2ccc(F)cc2F)no1,-6,0.7,4,-4,0,59,-0.3,-0.5,12
CC(C)(C)c1ccc(C2(C)NC(=O)N(CC(=O)NCc3cccs3)C2=O)cc1 (centres undefined),-9,1.0,7,-1,4,32,0.6,0.5,20
COc1ccc([N+](=O)[O-])cc1NC(=O)C(C)OC(=O)c1cccnc1Cl (centres undefined),-5,0.3,5,1,-1,12,0.9,0.6,-2
CCC(Sc1nc2ccccc2[nH]1)C(=O)Nc1cc(C)on1 (centres undefined),0,3.8,3,-1,1,38,-0.7,0.2,10
O=C(Cc1ccc(Cl)cc1)OCc1nnc(-c2ccccc2)o1,4,0.2,4,0,-2,10,-1.3,-0.8,-4
COc1ccc(NS(=O)(=O)c2ccc(N3CCOCC3)c(NC(=O)c3cccc(F)c3)c2)cc1,-10,-1.9,41*,30*,0,30,-0.9,-0.3,8
O=C(Nc1ccc2c(c1)OCCO2)c1cc(-c2ccccc2)nc2ccccc12,-18,-12,5,0,-1,43,-0.1,0.6,22
COc1cccc(CNC(=O)CC(NC(C)=O)c2ccccc2)c1 (centres undefined),-4,-0.6,8,2,-2,13,0.4,0.5,-4
CCCCCCCNc1nc(Cl)nc(NCCO)n1,0,5.6,5,0,0,10,-1.5,-0.2,17
C=CCN(C(=O)CNC(=O)c1ccco1)C(C(=O)NC1CCCCC1)c1ccc(F)cc1 (centres undefined),-7,-4.4,6,0,0,-3,1.0,0.1,6
CCN1CC2CCCC3(C1)C(=O)NC1(CCCCC1)N=C23 (centres undefined),-2,0.7,4,-3,0,12,2.6,0.7,10
COCCCNC(=S)N1CCN(c2ccc([N+](=O)[O-])cc2)CC1,-10,1.4,10,0,-2,12,1.8,1.5,17
O=C(c1cc(NC(=O)C23CC4CC(CC(C4)C2)C3)cc(NC(=O)C23CC4CC(CC(C4)C2)C3)c1)N1CCCCC1,4,-0.6,3,0,0,71*,1.1,1.1,10

Wee1 stabilizer, what is marked active above
| SMILES | RBBP9 inh | Wee1 stabilizer | CHOP inhibitor | TRPML3 agonist |
| --- | --- | --- | --- | --- |
| N#Cc1c(C(F)(F)F)cc(C2CC2)[nH]c1=O | 5 | 15* | -11 | 0.6 |

The list goes on:
SMILES,RBBP9 inh,TNF death inh,BaF3 tox,Ba/F3 V617F tox,Wee1 stabilizer,CHOP inhibitor,zfTRPN1 agonist,TRPML3 agonist,PPC-1+TRAIL kill
C=CCOc1cccc(CNn2cn[nH]c2=S)c1,0,-2.2,2,-7,-2,2,0.1,-0.9,20
CCOc1ccc2[nH]c(=S)[nH]c2c1,-2,-2.7,5,5,3,26,1.0,0.8,4
N#Cc1ccccc1NC(=O)c1ccc2c(Cl)c3c(nc2c1)CCCC3,6,-2.2,5,-1,4,5,0.0,-0.1,37
FC(F)(F)c1ccc2c(c1)nc1n2CCCC1,-3,-1.1,2,-3,1,-9,0.7,1.9,-9
CC(C)(O)c1nnn(-c2ccccc2)c1C(F)(F)F,-2,-2.3,0,-3,2,30,1.6,0.6,0
C=CCn1c(=NC(=O)c2cc(-c3cccs3)nc3ccccc23)sc2cc(S(N)(=O)=O)ccc21,-56,2.2,10,1,4,40,2.1,1.4,12
COC(=O)c1ccc(OCCCCN2CC(C)OC(C)C2)cc1 (centres undefined),3,-0.1,1,4,-1,5,-0.4,0.6,-6
O=C(Nc1nnc(-c2cccnc2)o1)c1ccccc1Cl,-1,0.3,0,1,-1,5,0.4,0.2,20
COc1ccc(/C(C)=N/N=C(N)N)c(O)c1,-10,1.4,0,1,-2,-4,1.3,0.4,1
C=CCNC(=O)CCCOc1cc(C)ccc1C,-5,-0.9,-2,-2,1,32,-0.7,-0.7,4
CN1CCN(C(=S)c2cn(Cc3ccc(Br)cc3)c3ccccc23)CC1,-2,4.6,4,3,1,19,-0.8,2.0,22
CCCc1ccc(OCc2ccc(C(=O)N3CCN(c4ccccn4)CC3)o2)c(OC)c1,-8,-3.8,4,-1,2,79*,-1.5,1.2,11
COc1ccc(NC(=O)c2oc3ccc(S(=O)(=O)N4CCC5(CC4)OCCO5)cc3c2C)cc1,-26,-14,12,7,0,45,7.6,2.2,18
Cc1c(C(=O)NN)sc(=S)n1C,5,2.6,-1,-6,9,-15,-1.2,0.7,24
CCCCn1c(C(C)NC(=O)CC)nc2ccccc21 (centres undefined),-2,0.6,2,-5,1,26,-0.2,-0.2,-4
COc1cccc(CSc2nnc(C(F)(F)F)n2Cc2ccc(F)cc2)c1,-11,-4.3,6,-4,0,46,-1.4,-0.7,2
O=C1N=C(N2CCCC2)S/C1=C\C=C\c1ccccc1,-1,-3.0,6,0,0,33,1.5,0.8,17
CCN(CC)CCCNC(=O)Cc1c(C(=O)O)n(C)c2ccccc12,1,-1.2,2,-5,0,2,-1.0,0.3,2
O=C(CSCc1ccc(Cl)c(Cl)c1)Nc1c[nH]c(=O)[nH]c1=O,-4,1.0,6,-2,-1,-4,0.6,0.7,1
CCOCCCNC(=S)N1CCCN(c2nc3c(C)c(C)ccc3cc2C#N)CC1,-9,-5.9,9,5,-1,3,-0.6,-0.3,x
CCOC(=O)c1c(C)nc2sc3c(=O)n(-c4ccc(OC)cc4)nnc3c2c1-c1ccc(OC)cc1,2,-7.0,6,7,0,-19,-0.1,0.3,21
COC(=O)CCn1[nH]c(=O)c2ccccc2c1=O,0,0.7,5,0,1,9,0.4,0.8,1
COc1ccc(CCNC(=O)Cn2cnc3c2c(=O)n(C)c(=O)n3C)cc1OC,-10,-3.5,4,0,-1,2,0.3,1.2,-2
Cc1cccc(N2CCN(C(=O)c3ccc(CS(=O)(=O)c4ccccc4C)o3)CC2C)c1 (centres undefined),-2,-14,77*,75*,0,x,1.1,0.0,-16
O=C(COc1ccccc1)Nc1ccc(S(=O)(=O)N2CCOCC2)cc1,-6,-2.0,1,-4,-1,-10,0.6,0.8,6
Cc1cccc(C(=O)NNC(=O)c2ccc(Cl)cc2)c1O,8,-3.1,0,2,1,33,1.0,1.1,10
CN(C)S(=O)(=O)c1cccc(C(=O)OCC(=O)Nc2sccc2C(N)=O)c1,-4,-8.8,-1,-5,0,30,5.8,2.2,x
O=C(Oc1cc(=O)oc2ccccc12)c1ccco1,-6,0.8,7,0,0,8,0.8,0.1,-3
CS(=O)(=O)N(CCC#N)Cc1ccc(/C=C2\C(=O)Nc3ccccc32)o1,-10,1.4,1,-4,-4,21,1.2,0.2,7
CCn1c(SCc2ccc(C)cc2)nnc1-c1cnccn1,-6,-0.8,9,5,3,-7,0.1,-0.8,18
N#CC(c1nc2ccccc2nc1N1CCOCC1)S(=O)(=O)c1ccccc1 (centres undefined),-4,0.5,0,-2,3,6,0.9,0.4,-9
COc1cc(Cl)cc(C2NC(=O)NC(C)=C2C(C)=O)c1OCC(=O)O (centres undefined),-1,0.9,3,-3,-3,46,-1.1,0.2,19
Cc1[nH]nc2c1C(c1ccsc1C)C(C#N)=C(N)O2 (centres undefined),2,-5.8,3,-2,1,16,0.9,1.2,22
CSc1nc(N)nc(-c2cccs2)c1C#N,-4,-4.6,5,0,-2,20,0.5,0.0,8
CN(c1ccccc1)S(=O)(=O)c1cc(C(=O)OCC(N)=O)ccc1Cl,-1,0.4,4,-6,-5,10,0.0,0.3,18
COc1ccccc1NC(=O)Nc1cccc(NC(C)=O)c1,-11,0.1,-8,-3,-1,12,0.9,0.8,9
c1ccc(SCc2nc(-c3ccccn3)no2)cc1,3,3.2,7,2,3,23,-0.2,0.7,-1
Cc1ccc(CN2CCN(CC(=O)NCCCN3CCN(c4ccc(F)cc4)CC3)C2=O)cc1,-7,-3.4,3,5,3,73*,4.2,1.9,12
COC(Cn1cc(C)c(=O)[nH]c1=O)OC,-4,0.7,1,-1,4,21,-0.3,0.1,-2
NC(=O)N1c2ccccc2CC(=O)c2ccccc21,-8&0,-4.8,1&-3,0&-1,5&3,13&11,2.3&-0.2,2.3&4.4,14&3
C#CCOc1c(Br)cc(/C=N\NC(=O)CN2CCOCC2)cc1OCC,-2,0.8,2,-3,0,28,-0.6,1.0,16
Cc1ccc(C(=O)Nc2c(C(=O)N3CCOCC3)cnn2-c2ccccc2)cc1,-4,-0.9,6,3,0,-33,1.1,-0.2,20
Cc1csc(OCC(=O)Nc2ccc(C)c(C)c2)n1,-3,-1.0,5,-3,2,6,-0.5,-0.1,12
